HKDC1 inhibitor: HKDC1 hexokinase inhibitors, primary screen, biochemical, fluorescence, uHTS | Q2TB90 | recombinant HKDC1, G6PDH/diaphorase resazurin coupled fluorescence | inhibition, % at 20 µM | hit rate 0.16% among 340,000 | AID 493160, 2011;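 active means inhibition above about 35% when tested at 20 µM, limit read from the data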;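 further: plate controls were DMSO wells with enzyme for no effect and DMSO wells lacking enzyme for full effect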
Target sequence (Q2TB90 whole entry, looked up): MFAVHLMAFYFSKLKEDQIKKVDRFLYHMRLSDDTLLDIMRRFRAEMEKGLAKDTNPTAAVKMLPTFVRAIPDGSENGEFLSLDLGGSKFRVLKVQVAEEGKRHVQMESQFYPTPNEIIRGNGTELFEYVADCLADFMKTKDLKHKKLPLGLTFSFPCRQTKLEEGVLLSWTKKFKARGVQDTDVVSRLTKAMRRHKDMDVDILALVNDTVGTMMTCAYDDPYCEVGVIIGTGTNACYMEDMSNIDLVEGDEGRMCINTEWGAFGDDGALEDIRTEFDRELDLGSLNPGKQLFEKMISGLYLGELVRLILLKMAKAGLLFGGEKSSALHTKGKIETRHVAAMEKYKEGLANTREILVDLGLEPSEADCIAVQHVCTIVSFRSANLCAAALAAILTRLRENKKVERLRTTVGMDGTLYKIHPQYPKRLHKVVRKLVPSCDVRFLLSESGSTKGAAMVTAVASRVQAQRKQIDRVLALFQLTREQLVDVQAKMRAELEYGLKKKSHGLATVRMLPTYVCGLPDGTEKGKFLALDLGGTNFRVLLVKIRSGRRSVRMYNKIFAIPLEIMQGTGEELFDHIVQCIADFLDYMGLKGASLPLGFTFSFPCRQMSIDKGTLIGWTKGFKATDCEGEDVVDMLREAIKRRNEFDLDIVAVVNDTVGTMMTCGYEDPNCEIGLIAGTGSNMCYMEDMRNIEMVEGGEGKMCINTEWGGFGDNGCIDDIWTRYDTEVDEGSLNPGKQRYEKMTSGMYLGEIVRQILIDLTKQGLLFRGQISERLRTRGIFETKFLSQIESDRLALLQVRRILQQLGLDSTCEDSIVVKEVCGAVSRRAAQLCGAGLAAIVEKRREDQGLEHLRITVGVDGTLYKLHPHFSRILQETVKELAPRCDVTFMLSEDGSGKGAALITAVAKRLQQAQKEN
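Material: recombinant HKDC1 hexokinase; Amount: HKDC1 at 5 µg/mL; Medium: Tris pH 8.0 buffer with MgCl2, Tween-20, BSA, BME; Schedule: 90 min reaction incubation at room temperature, dark; Technique: coupled resazurin fluorescence, excitation 525 nm, emission 613 nm.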
ATG4B inh: ATG4B protease inhibitors, primary screen, biochemical, fluorescence, uHTS. hit rate 0.51% among 340,000. Cysteine protease ATG4B (Homo sapiens), Q9Y4P1. ATG4B cleavage of LC3-PLA2, NBD-HPC fluorescence, 1 h. inhibition, % at 8.33 µM; in the data active means inhibition above about 40%
MPTP block: mitochondrial permeability transition pore inhibitors, primary screen, biochemical, isolated mouse mitochondria, absorbance. Ca2+ swelling absorbance, 30 min. inhibition, % at 10 µM. hit rate 1.4% among 360,000;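 active means inhibition of 50% or more, scaled per plate between neutral and stimulator controls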;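 further: 0% = DMSO wells given calcium and 100% = 1 mM EGTA wells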
PfG6PD inh: PfG6PD enzyme inhibitors, primary screen, biochemical, fluorescence intensity, uHTS; inhibition, % at 20 µM; PfGluPho enzyme, NADPH resazurin-diaphorase fluorescence; hit rate 0.78% among 350,000; glucose-6-phosphate dehydrogenase-6-phosphogluconolactonase (Plasmodium falciparum 3D7);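 active means inhibition reaching at least a set limit at 20 µM in the primary screen, cut at about 59% in these data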;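 further: 0% = DMSO wells with substrate and 100% = DMSO wells lacking glucose-6-phosphate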
GRIN3A LBD mod: binders of NR3A ligand-binding domain, primary screen, biophysical, differential scanning fluorimetry, uHTS. NR3A LBD differential scanning fluorimetry, Tm shift; 0% = protein alone, 100% = glycine-bound protein. Tm shift relative to glycine control, % at 25 µM. Glutamate receptor ionotropic, NMDA 3A (GRIN3A) ligand-binding domain. AID 1259313, 2017. hit rate 2.5% among 340,000;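 active means melting temperature shift of at least 10% of the positive control shift, at one fixed dose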
SENP6 inh: SENP6 protease inhibitors, primary screen, biochemical, luminescence, uHTS; inhibition, % at 10 µM; Recombinant SENP6 catalytic domain, aminoluciferin luminescence; hit rate 1.8% among 330,000; Sentrin-specific protease 6 (Homo sapiens), Q9GZR1;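 active means inhibition above about 50% at the single tested dose, limit read from the data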;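 further: plate controls were DMSO wells with enzyme for no effect and DMSO wells lacking enzyme for full effect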
SENP7 block: SENP7 protease inhibitors, primary screen, biochemical, luminescence, uHTS | recombinant SENP7, Z-RLRGG-aminoluciferin luminescence, 40 min | inhibition, % at 5 µM | hit rate 1.5% among 330,000 | AID 434973, 2010;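 active means inhibition above about 50% at the single test dose, limit read from the data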;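 further: plate controls were DMSO with enzyme for no effect and no enzyme buffer wells for full effect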
SENP8 inh: human SENP8 protease inhibitors, primary screen, biochemical, fluorescence, Nedd8 protein substrate, uHTS. Sentrin-specific protease 8 (Homo sapiens), Q96LD8. recombinant SENP8. inhibition, % at 20 µM. hit rate 0.64% among 360,000. AID 602440, 2012; in the data active means inhibition mostly above about 40%, no sharp cut-off; inactive means mostly below about 27%
* = called active by the depositor; & = joins results of further samples. Rows were taken by chance, and some 6.9% of all compounds hit somewhere here.

Screening CC(=O)N1c2ccc(S(=O)(=O)NCC3CCC(C(=O)Nc4cccc(C)n4)CC3)cc2CC1C (configuration not stated) returned HKDC1 inhibitor -6, ATG4B inh -7, MPTP block -0.3, PfG6PD inh 12, GRIN3A LBD mod 0, SENP6 inh -3, SENP7 block 2 and SENP8 inh 12.
For CCOC(=O)c1c(Nc2ccccc2OCCOC)n[nH]c1C the results were HKDC1 inhibitor -1, ATG4B inh -2, MPTP block 2.6, PfG6PD inh 9, GRIN3A LBD mod -1, SENP6 inh -8, SENP7 block 5 and SENP8 inh -2.
For Cc1cc([N+](=O)[O-])nn1CCC(=O)Nc1nccs1 the results were HKDC1 inhibitor 6, ATG4B inh -9, MPTP block -0.7, PfG6PD inh -1, GRIN3A LBD mod -1, SENP6 inh -6, SENP7 block 3 and SENP8 inh 0.
O=C(CN1CCC(n2nnc3cc(F)ccc32)CC1)NC1CCCCC1 was read as HKDC1 inhibitor -3, ATG4B inh -4, MPTP block -1.0, PfG6PD inh 4, GRIN3A LBD mod -1, SENP6 inh -16, SENP7 block 11 and SENP8 inh 14.
`O=C(CCN1C(=O)c2ccccc2C1=O)N1CCN(Cc2ccccc2)CC1` gave HKDC1 inhibitor -4, ATG4B inh 4, MPTP block -0.1, PfG6PD inh -9, GRIN3A LBD mod -1, SENP6 inh -5, SENP7 block 3 and SENP8 inh 5.
`CCOC(=O)c1[nH]c2ccccc2c1NC(=O)c1ccc(S(=O)(=O)N2CCCC2)cc1` gave HKDC1 inhibitor -6, ATG4B inh -18, MPTP block 0.0, PfG6PD inh -4, GRIN3A LBD mod -11, SENP6 inh -10, SENP7 block 0 and SENP8 inh 8.
For CCN1C(=O)c2c(C)nc3ccccc3c2C1=O the results were HKDC1 inhibitor -8, ATG4B inh -8, MPTP block 1.0, PfG6PD inh -2, GRIN3A LBD mod 5, SENP6 inh -2, SENP7 block 10 and SENP8 inh -6.
`Cc1ccc(C(NC(=O)c2cccc(S(=O)(=O)N3CCN(C)CC3)c2)c2ccccc2)cc1` (configuration not stated) gave HKDC1 inhibitor -9, ATG4B inh -5, MPTP block -1.8, PfG6PD inh 13, GRIN3A LBD mod 3, SENP6 inh -6, SENP7 block 3 and SENP8 inh -14.
Screening CCc1nc(SCC(=O)NCc2ccco2)c2c3c(sc2n1)CCCC3 returned HKDC1 inhibitor -2, ATG4B inh 4, MPTP block 0.6, PfG6PD inh 6, GRIN3A LBD mod -3, SENP6 inh -16, SENP7 block -11 and SENP8 inh 12.
`CN(C)S(=O)(=O)c1cc(NC(=O)COC(=O)/C=C/c2ccco2)ccc1Cl` gave HKDC1 inhibitor 1, ATG4B inh -11, MPTP block 1.1, PfG6PD inh 24, GRIN3A LBD mod 1, SENP6 inh 5, SENP7 block -3 and SENP8 inh -5.
Screening CCOC(=O)c1c(NC(=O)CSc2nnc(CNC(=O)c3ccco3)n2C)sc2c1CCC2 returned HKDC1 inhibitor 6, ATG4B inh -7, MPTP block -0.9, PfG6PD inh -6, GRIN3A LBD mod 0, SENP6 inh 9, SENP7 block -12 and SENP8 inh 11.
Screening N#C/C(=C\C=C\c1ccccc1[N+](=O)[O-])c1nc(-c2ccc3c(c2)OCO3)cs1 returned HKDC1 inhibitor 13, ATG4B inh -1, MPTP block 2.3, PfG6PD inh 5, GRIN3A LBD mod 0, SENP6 inh 3, SENP7 block -1 and SENP8 inh 26.
`COC1=CC(=O)CC(C)C12Oc1cc(OC)cc(OC)c1C2=O` (configuration not stated) gave HKDC1 inhibitor -1, ATG4B inh -5, MPTP block 0.4, PfG6PD inh 8, GRIN3A LBD mod -4, SENP6 inh 8, SENP7 block -5 and SENP8 inh -7.
For CC(C(=O)Nc1ccc(C(F)(F)F)cc1)N(C)CC(=O)N1CCN(Cc2ccccc2)CC1 (configuration not stated) the results were HKDC1 inhibitor -2, ATG4B inh 5, MPTP block 1.0, PfG6PD inh 0, GRIN3A LBD mod -1, SENP6 inh 18, SENP7 block -10 and SENP8 inh 8.
O=c1oc2ccccc2n1Cc1cccc(F)c1 was read as HKDC1 inhibitor -1, ATG4B inh 1, MPTP block 0.3, PfG6PD inh -5, GRIN3A LBD mod 0, SENP6 inh -12, SENP7 block -7 and SENP8 inh 16.
Cc1cccc(NC(=S)NCCc2ccccc2)n1 was read as HKDC1 inhibitor -2, ATG4B inh 8, MPTP block 0.4, PfG6PD inh 70*, GRIN3A LBD mod -3, SENP6 inh -27, SENP7 block -5 and SENP8 inh 5.
`c1ccc2c3nnc4n(c-3nc2c1)CCCS4` gave HKDC1 inhibitor -2, ATG4B inh -2, MPTP block 0.1, PfG6PD inh 9, GRIN3A LBD mod 2, SENP6 inh -10, SENP7 block 6 and SENP8 inh 4.
Screening COc1ccc(C)cc1-n1c(SCC(=O)NCC2CCCO2)nc2c([nH]c3ccccc32)c1=O (configuration not stated) returned HKDC1 inhibitor -1, ATG4B inh 2, MPTP block -0.5, PfG6PD inh -18, GRIN3A LBD mod -2, SENP6 inh -16, SENP7 block -12 and SENP8 inh -41.
Screening COc1ccccc1CNCCS(=O)(=O)NCc1ccccc1OC returned HKDC1 inhibitor 1, MPTP block -1.2, PfG6PD inh 1, GRIN3A LBD mod 2 and SENP8 inh 7.
O=C(CN1C(=O)c2ccccc2S1(=O)=O)N1CCN(Cc2ccc3c(c2)OCO3)CC1 was read as HKDC1 inhibitor -5, ATG4B inh -3, MPTP block 0.7, PfG6PD inh 3, GRIN3A LBD mod -1, SENP6 inh -3, SENP7 block 25 and SENP8 inh 16.
For C=CCn1c(O)c(C(CC)=NCCN2CCOCC2)c(=O)[nH]c1=O the results were HKDC1 inhibitor 3, ATG4B inh 5, MPTP block -0.8, PfG6PD inh -4, GRIN3A LBD mod 0, SENP6 inh 3, SENP7 block 0 and SENP8 inh 10.
COc1cc(/C=N/NC(=O)c2cccc([N+](=O)[O-])c2)ccc1OCc1ccc(C)cc1 was read as HKDC1 inhibitor -4, ATG4B inh 3, MPTP block 4.1, PfG6PD inh -13, GRIN3A LBD mod 17*, SENP6 inh -32, SENP7 block -4 and SENP8 inh 31.
For O=C(COc1cccnc1[N+](=O)[O-])Nc1ccc(Cl)cc1F the results were HKDC1 inhibitor -3, ATG4B inh -2, MPTP block 0.7, PfG6PD inh 8, GRIN3A LBD mod 0, SENP6 inh 0, SENP7 block -5 and SENP8 inh 13.
For CCCCOC(=O)Sc1nc2ccccc2o1 the results were HKDC1 inhibitor 4, ATG4B inh 2, MPTP block 2.3, PfG6PD inh -6, GRIN3A LBD mod 2, SENP6 inh -17, SENP7 block -23 and SENP8 inh 22.

Grouped by structure, those above containing a furan ring, fused or not
Screening CCc1nc(SCC(=O)NCc2ccco2)c2c3c(sc2n1)CCCC3 returned HKDC1 inhibitor -2, ATG4B inh 4, MPTP block 0.6, PfG6PD inh 6, GRIN3A LBD mod -3, SENP6 inh -16, SENP7 block -11 and SENP8 inh 12.
`CN(C)S(=O)(=O)c1cc(NC(=O)COC(=O)/C=C/c2ccco2)ccc1Cl` gave HKDC1 inhibitor 1, ATG4B inh -11, MPTP block 1.1, PfG6PD inh 24, GRIN3A LBD mod 1, SENP6 inh 5, SENP7 block -3 and SENP8 inh -5.
Screening CCOC(=O)c1c(NC(=O)CSc2nnc(CNC(=O)c3ccco3)n2C)sc2c1CCC2 returned HKDC1 inhibitor 6, ATG4B inh -7, MPTP block -0.9, PfG6PD inh -6, GRIN3A LBD mod 0, SENP6 inh 9, SENP7 block -12 and SENP8 inh 11.

(next part)
Screening COc1cc(C(=O)Oc2ccccc2)ccc1OCc1c(C)noc1C returned HKDC1 inhibitor 1, ATG4B inh -8, MPTP block -1.1, PfG6PD inh 0, GRIN3A LBD mod 0, SENP6 inh -9, SENP7 block 5 and SENP8 inh 19.
`COc1cccc(C(=O)CSc2nnc(-c3cc(OC)cc(OC)c3)o2)c1` gave HKDC1 inhibitor -8, ATG4B inh -17, MPTP block 2.8, PfG6PD inh -10, GRIN3A LBD mod 1, SENP6 inh -5, SENP7 block 7 and SENP8 inh 0.
Nc1c(S(=O)(=O)c2ccccc2)c2nc3ccccc3nc2n1C1CC1 was read as HKDC1 inhibitor 0, ATG4B inh -5, MPTP block 5.6, PfG6PD inh -18, GRIN3A LBD mod -2, SENP6 inh 10, SENP7 block 6 and SENP8 inh -429.
Cc1onc(-c2ccccc2Cl)c1C(=O)NCc1ccccn1 was read as HKDC1 inhibitor -2, ATG4B inh -11, MPTP block -0.6, PfG6PD inh 7, GRIN3A LBD mod 2, SENP6 inh -9, SENP7 block -3 and SENP8 inh 6.
CN=C1SC(CC(=O)NCCc2ccc(OC)c(OC)c2)C(=O)N1C (configuration not stated) was read as HKDC1 inhibitor -4&5, ATG4B inh 1&-1, MPTP block -1.4&-0.4, PfG6PD inh -4&-1, GRIN3A LBD mod -1&0, SENP6 inh -17, SENP7 block 2 and SENP8 inh 12&5.
`COC(=O)C1=C(C)N(CCCC(=O)O)C(=O)NC1c1ccc(Br)cc1` (configuration not stated) gave HKDC1 inhibitor -7, ATG4B inh -19, MPTP block -2.2, PfG6PD inh 2, GRIN3A LBD mod 2, SENP6 inh -4, SENP7 block -1 and SENP8 inh 10.
Screening CN(C)C(=O)c1nc2ccc(Cl)cn2c1CNCc1ccccc1OC(F)(F)F returned HKDC1 inhibitor 3, ATG4B inh 19, MPTP block 1.0, PfG6PD inh -16, GRIN3A LBD mod 1, SENP6 inh -18, SENP7 block -2 and SENP8 inh -18.
Screening CCOC(=S)SCC(=O)Nc1nc(-c2ccc(Br)cc2)cs1 returned HKDC1 inhibitor -5, ATG4B inh 5, MPTP block 80*, PfG6PD inh 21, GRIN3A LBD mod 9, SENP6 inh -12, SENP7 block -6 and SENP8 inh 15.
Clc1cnc2nc(SC/C=C/c3ccccc3)[nH]c2c1 was read as HKDC1 inhibitor -5, ATG4B inh 2, MPTP block 10, PfG6PD inh -17, GRIN3A LBD mod 3, SENP6 inh -6, SENP7 block 6 and SENP8 inh -2.
`CC(=O)N1CC(C)Sc2ccc(S(=O)(=O)NCCc3ccc(C)cc3)cc21` (configuration not stated) gave HKDC1 inhibitor -1, ATG4B inh -2, MPTP block 5.6, PfG6PD inh 2, GRIN3A LBD mod 0, SENP6 inh -7, SENP7 block 43 and SENP8 inh 7.
Screening CCn1c(NCc2cc(Br)ccc2NS(=O)(=O)c2ccc(C)cc2)nc2ccccc21 returned HKDC1 inhibitor 7, ATG4B inh 6, MPTP block 3.4, PfG6PD inh -21, GRIN3A LBD mod 3, SENP6 inh 3, SENP7 block 4 and SENP8 inh 21.
For CCOc1cccc(C2C(C(=O)c3ccc(C)o3)=C(O)C(=O)N2c2nccs2)c1 (configuration not stated) the results were HKDC1 inhibitor 11, ATG4B inh -13, MPTP block 0.0, PfG6PD inh 5, GRIN3A LBD mod 2, SENP6 inh 2, SENP7 block -6 and SENP8 inh -114.
Cc1cc(C)cc(OC(=O)C23CCC(C)(C(=O)O2)C3(C)C)c1 (configuration not stated) was read as HKDC1 inhibitor -4, ATG4B inh -1, MPTP block 1.6, PfG6PD inh -8, GRIN3A LBD mod -1, SENP6 inh -9, SENP7 block -3 and SENP8 inh 19.
For Cc1nonc1CN(C)C(=O)CC1C(=O)NCCN1Cc1c(F)cccc1Cl (configuration not stated) the results were HKDC1 inhibitor -8, ATG4B inh -11, MPTP block 1.0, PfG6PD inh -5, GRIN3A LBD mod 1, SENP6 inh 7, SENP7 block 0 and SENP8 inh -2.
